Source: PubChem BioAssay
IL-1B inflam inh = qHTS for Inhibitors of Inflammasome Signaling: IL-1-beta AlphaLISA Primary Screen. THP-1 LPS/ATP IL-1B secretion, AlphaLISA, 16 h; hits give low values. activity change, % at 57.5 µM. hit rate 4.7% among 360,000. AID 743279, 2014; in the data active means activity change below about -50%; inconclusive means mostly about -30% to -49%; further: on the % scale 0 is the no-effect control and ±100 the full control effect
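THP-1 cells pretreated 1 hr with compounds (up to 57.5 uM final), then stimulated with LPS (250 ng/mL final) plus ATP (1.25 mM final); secreted IL-1B measured by AlphaLISA after 16 hr, decreased signal indicating inhibition.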
SW480 rerep = A quantitative high throughput screen for small molecules that induce DNA re-replication in SW480 colon adenocarcinoma cells; SW480 DNA re-replication, Hoechst DNA content imaging, 48 h; Potency, µM (highest dose often 46.1 µM), for the others: top-dose re-replication activation, most hits filed as activators; hit rate 1.8% among 340,000; further: potency means the concentration at half of the fitted maximal effect; % of control where 0% means no effect; nearly all actives have a fitted effect of over 55% in size
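DNA re-replication was detected as more nuclei of elevated Hoechst intensity after 48 hr exposure to compound (23 nL pinned per well of 250 cells).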
HT1080NT lethal = qHTS for induction of synthetic lethality in tumor cells producing 2HG: qHTS for the HT-1080-NT fibrosarcoma cell line; Potency, µM (series often up to 46.1 µM), without a hit: at the top dose activity, negative = less viability, actives largely listed as cytotoxic; AID 686970, 2013; HT-1080-NT fibrosarcoma viability, CellTiter-Glo ATP luminescence, 48 h; hit rate 1.6% among 360,000;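 further: NT is the 2HG producing partner of a matched IDH1 knockdown line; potency means the concentration at half of the fitted maximal effect; 0% = DMSO-treated cells and -100% = media-only wells without cells; nearly all actives have a fitted effect of over 55% in size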
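Viability of the 2HG-overproducing fibrosarcoma line after 48 hours of compound exposure at 37 degrees C was determined by luminescence with CellTiter-Glo, and concentration-effect curves were then fitted and categorized.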
KB-V1 MDR tox = qHTS assay for MDR1-selective chemotherapeutics: Primary screen using the drug-selected MDR subline cells KB-V1. AID 1347076, 2019. Potency, µM (series often up to 46.1 µM), inactives show at the top dose activity change, negative = cytotoxicity, usual class: cytotoxic. hit rate 3.4% among 400,000. KB-V1 MDR cells viability, CellTiter-Glo, 72 h; further: potency means the concentration at half of the fitted maximal effect; on the % scale 0 is the no-effect control and ±100 the full control effect; nearly all actives have a fitted effect of over 60% in size
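Readout: CellTiter-Glo luminescence, 10 min after addition. Cells: KB-V1 MDR subline, 72 h at 37 degrees C with compound. Analysis: corrected, normalized data fitted to concentration-effect curves.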
HT1080 IDH1KD tx = qHTS for induction of synthetic lethality in tumor cells producing 2HG: qHTS for the HT-1080-IDH1KD cell line; hit rate 2% among 360,000; AID 686971, 2013; HT-1080 IDH1 knockdown viability, ATP luminescence, 48 h; Potency, µM (series often up to 46.1 µM), for the others: at the highest dose activity, negative = toxicity, most hits filed as cytotoxic;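 further: potency means the concentration at half of the fitted maximal effect; 0% = DMSO wells and -100% = cell-free medium wells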
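Viability of IDH1-knockdown HT-1080 fibrosarcoma cells was assessed by CellTiter-Glo after 48 h at 37 °C with titrated compound; concentration-effect curves were classified by fit quality and response size.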
ATXN2 expr inh = Primary qHTS for Inhibitors of ATXN expression; HEK-293 ATXN2-luciferase reporter, luminescence, 24 h; Potency, µM (doses to about 57 µM), for inactives: top-dose activity change, negative = inhibition, most hits filed as inhibitors; hit rate 0.72% among 360,000; further: potency means the concentration at half of the fitted maximal effect; on the % scale 0 is the no-effect control and ±100 the full control effect; nearly all actives have a fitted effect of over 55% in size
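qHTS (up to 57 uM final) was run with 24 h compound exposure of reporter cells at 37 °C. Each well was multiplexed: SteadyGlo luminescence measured ATXN2-luciferase expression after a fluorogenic Gly-Phe-AFC viability readout (25 uM final).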
MCF10A rereplic = A quantitative high throughput screen for small molecules that induce DNA re-replication in MCF 10a normal breast cells; MCF 10A DNA re-replication, Hoechst nuclear intensity, 48 h; Potency, µM (top dose mostly 46.1 µM), for inactives: top-dose activity, positive = re-replication, hits mostly activators; AID 624296, 2012; hit rate 2.9% among 350,000; further: potency means the concentration at half of the fitted maximal effect; % of control where 0% means no effect; nearly all actives have a fitted effect of over 50% in size
KB-3-1 cytotox = qHTS assay for MDR1-selective chemotherapeutics: Primary screen using the parental adenocarcinoma cell KB-3-1. Potency, µM (highest dose often 46.1 µM), for the others: at the highest dose activity change, negative = cytotoxic, usual class: cytotoxic. KB-3-1 viability, CellTiter-Glo ATP luminescence, 72 h. AID 1347075, 2019. hit rate 1.4% among 400,000; further: potency means the concentration at half of the fitted maximal effect; on the % scale 0 is the no-effect control and ±100 the full control effect; nearly all actives have a fitted effect of over 60% in size
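Viability of parental KB-3-1 cells, measured by CellTiter-Glo luminescence, followed a 72 h incubation at 37 °C with pinned compounds in phenol-red-free DMEM containing 10% FBS.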
ATXN viability = Viability Counterscreen for Primary qHTS for Inhibitors of ATXN expression | S2 cells (HEK-293 line with an ATXN2-luciferase reporter) viability, CellTiter-Fluor protease fluorescence, 24 h | Potency, µM (series often up to 56.7 µM), actives largely listed as cytotoxic | hit rate 0.49% among 400,000; further: potency means the concentration at half of the fitted maximal effect; nearly all actives have a fitted effect of over 40% in size
Active calls of the source: *; i = inactive; ? = inconclusive; · = no result given; & = joins results of further samples; [ ] = another dose, or the depositor's remark. Unless noted, the call rests on the fitted dose curve; in most records, active means well fitted curve in the direction sought with a large enough effect; inconclusive means small, poorly fitted or top-dose-only effect, or another doubt; inactive means no such curve, though single readings can be large; an effect the other way counts as inactive or inconclusive.

SMILES	IL-1B inflam inh	SW480 rerep	HT1080NT lethal	KB-V1 MDR tox	HT1080 IDH1KD tx	ATXN2 expr inh	MCF10A rereplic	KB-3-1 cytotox	ATXN viability
O=C(c1ccccc1C(=O)N(c1ccccc1)c1ccccc1)N1CCCCC1	3	-6%	5%	-53%	17%	-5%	-5%	2%	i
Cc1ccc(NC(=S)N(CCCN2CCCC2)Cc2cccn2Cc2ccc(Cl)cc2)cc1Cl	-53*	?	?	0%	-8%	?	?	-7%	?
O=C(CN1CCN(S(=O)(=O)c2cc(Cl)ccc2Cl)CC1)Nc1ccc2c(c1)OCCO2	-12	5%	-22%	-3%	-21%	-5%	1%	?	i
c1cncc(-c2noc(-c3ccc4ccccc4c3)n2)c1	0	2%	10%	?	13%	62%[activator]	6%	-2%	i
COC(=O)CN1C(C)=Nc2ccc(C)cc2C1c1ccccc1 (stereo unspecified)	-53*	-21%	-4%	-14%	2%	-14%	-25%	-16%	i
N#C/C(=C\c1ccc(N2CCCCC2)o1)C(N)=O	-7	1%	-1%	?	0%	42%[activator]	-12%	?	i
O=S(=O)(NCCSc1ccccn1)c1ccc(Cl)cc1	20	-1%	-2%	0%	-2%	-17%	-22%	-8%	i
O=C(CN1CCN(Cc2cccc3ccccc23)CC1)NCCc1ccccc1	-10	-5%	-7%	-9%	0%	-17%	?	3%	i
O=C(Nc1ccncc1)C1CCN(S(=O)(=O)c2ccccc2)CC1	30	130%	-11%	-4%	-7%	1%	?	-5%	i
CCCOc1ccc(C2CC(=O)Nc3c2c(C)nn3-c2nncc(-c3cccc(OC)c3)n2)cc1OC (stereo unspecified)	·	·	·	13%	·	-8%	·	0%	i
COc1ccc(Cl)cc1C(=O)NCC(c1ccco1)N1CCCC1 (stereo unspecified)	14	-4%	1%	9.2µM*	7%	2%	9%	3%	i
O=C(NCc1ccccc1)c1ccc(Cl)cc1[N+](=O)[O-]	-5	1%	28%	22%	16%	25%	3%	-10%	i
CC1(C)CC(=O)C(C(=O)c2ccccc2)C(=O)C1Cl (stereo unspecified)	3	5%	12%	?	8%	6%	-6%	9%	i
Cc1ccccc1C(=O)NC1CCN(CC(=O)Nc2c(C)cccc2C)CC1	12	1%	20%	-15%	0%	4%	7%	9%	i
Cc1cccc(OCC(=O)Nc2ccc(NC(=O)c3ccco3)c(C)c2)c1	-1	-5%	14%	-5%	2%	-14%	1%	4%	i
O=C(O)c1nccnc1C(=O)Nc1ccccc1N1CCOCC1	-8	-142%[inhibitor]	20%	23%	8%	18%	24%	16%	i
Cc1sc2c(c1C)c(=O)n(Cc1ccccc1)c(=O)n2CC(=O)Nc1cccc(Cl)c1	·	·	·	?	·	-9%	·	2%	i
O=S(=O)(NCc1csc(-c2cccnc2)n1)c1ccc(Cl)s1	-4	-5%	5%	0%	4%	-22%	1%	1%	?
Cc1ccc(CN2CCN(CCCn3cnc4c(OCc5ccccc5)ncnc43)CC2)cc1	-54*	?	-4%	0%	-20%	?	-8%	0%	?
CCN(CC(=O)Nc1c(F)cccc1F)C(=O)c1nc2nc(C)cc(C)n2n1	-4	-1%	-9%	6%	0%	-6%	-2%	-5%	i
COCCCN1C(=O)C(=O)/C(=C(/O)c2ccc(OCC(C)C)cc2)C1c1cccnc1 (stereo unspecified)	11	-3%	2%	1%	1%	3%	-8%	18%	i
O=C(NCCS(=O)(=O)c1ccc(Br)cc1)c1ccc(F)cc1	7	-6%	2%	?	5%	1%	5%	14%	i
Cc1ccc(Cn2c(=O)n(Cc3ccccc3Cl)c(=O)c3ccccc32)cc1	·	·	·	?	·	7%	·	0%	i
Cc1ccc(Br)cc1S(=O)(=O)Nc1cccnc1	12	0%	-7%	13%	1%	·	3%	0%	i

Ordered by the number under IL-1B inflam inh (falling): 3 of the compounds above
structure,IL-1B inflam inh,SW480 rerep
O=C(NCCS(=O)(=O)c1ccc(Br)cc1)c1ccc(F)cc1,7,-6%
CC1(C)CC(=O)C(C(=O)c2ccccc2)C(=O)C1Cl (stereo unspecified),3,5%
CCN(CC(=O)Nc1c(F)cccc1F)C(=O)c1nc2nc(C)cc(C)n2n1,-4,-1%

In the list so far, these have an aryl methoxy group:
SMILES	IL-1B inflam inh	SW480 rerep	HT1080NT lethal	KB-V1 MDR tox	HT1080 IDH1KD tx	ATXN2 expr inh	MCF10A rereplic	KB-3-1 cytotox	ATXN viability
CCCOc1ccc(C2CC(=O)Nc3c2c(C)nn3-c2nncc(-c3cccc(OC)c3)n2)cc1OC (stereo unspecified)	·	·	·	13%	·	-8%	·	0%	i
COc1ccc(Cl)cc1C(=O)NCC(c1ccco1)N1CCCC1 (stereo unspecified)	14	-4%	1%	9.2µM*	7%	2%	9%	3%	i

Later entries
SMILES	IL-1B inflam inh	SW480 rerep	HT1080NT lethal	KB-V1 MDR tox	HT1080 IDH1KD tx	ATXN2 expr inh	MCF10A rereplic	KB-3-1 cytotox	ATXN viability
Cc1ccc2oc(C(=O)NCC(c3ccco3)N3CCCC3)c(C)c2c1 (stereo unspecified)	-22	?	?	-17%	?	1%	?	-9%	i
CCN(C(=O)CSc1nnc(COc2ccccc2F)n1N)c1c(N)n(Cc2ccccc2)c(=O)[nH]c1=O	-11	-11%	7%	25%	19%	·	-1%	4%	i
COc1cc(NC(=S)NCc2cccnc2)cc(OC)c1OC	16	-6%	16%	0%	11%	5%	-1%	7%	i
O=C(/C=C/c1ccc(Br)cc1)NC(=O)c1ccccc1O	-95*	?	-10%	1%	?	44%[activator]	5%[9.22 µM]	-9%	i
Cc1cc(C)n(C2CCCCC2OC(=O)c2ccccc2)n1 (stereo unspecified)	0	-4%	10%	-4%	10%	3%	-3%	0%	i
Cc1ccc2nc(SC(C)C(=O)N3CCCCC3)[nH]c2c1 (stereo unspecified)	-11	-14%	6%	?	13%	21%[11.3 µM]	14%	3%	i
CCC(C)(C(=O)NC1CCCC1)N(CC1CCCO1)C(=O)c1ccc2c(c1)OCO2 (stereo unspecified)	-2	0%	1%	-2%	14%	-14%	36%[0.0737 µM]	1%	i
O=C(O)Cc1ccc(Nc2cnn(C34CC5CC(CC(CC(=O)O)(C5)C3)C4)c(=O)c2Cl)cc1	3	-2%	2%	-1%	5%	16%	3%	7%	i
COc1ccccc1N1CCN(C(=O)Cn2ncc3c([nH]c4ccccc43)c2=O)CC1	5	-3%	8%	14%&-5%	0%	5%	-6%	1%&2%	?
CN(C(=O)c1cccc(NC(=O)Cc2ccc(NC(=O)C3CCCN(C(=O)C4CCC4)C3)cc2)c1)C1CCC1 (stereo unspecified)	9	-5%	10%	25%	8%	2%	-2%	-3%	i
N#Cc1ccsc1NC(=O)COc1ccc(-c2nnco2)cc1	9	-14%	12%	?	6%	41%[activator]	-5%	-8%	i
COc1ccc2c(c1)CC/C(=C\c1ccc(C)o1)C2=O	0	-1%	12%	-11%	10%	91%[activator]	15%	7%	?
Cc1ccc(C2CC(=O)n3nc(-c4cccc(C)c4)nc3S2)cc1 (stereo unspecified)	·	·	·	?	·	-11%	·	-4%	i
COCCNC(=O)CSc1nc2ccccc2c(=O)n1CCC(=O)NCCc1ccc(OC)c(OC)c1	-10	-2%	0%	10%	3%	-25%[11.3 µM]	1%	?	i
CCCCCCSc1cc(C)nc2ncnn12	42	-7%	0%	23%	2%	-10%	-9%	25%	i
CSc1ccccc1NC(=O)CN1CC(C)OC(C)C1 (stereo unspecified)	35	4%	30%	-6%	-1%	-11%[11.3 µM]	-1%	-6%	i
COc1ccc(N2CCN(c3cncc(C)n3)CC2)cc1	-20	·	27%	-7%	27%	23%	·	0%	i
O=C(NC1CCCc2ccccc21)C1CCN(c2nnc(-n3cccc3)s2)CC1 (stereo unspecified)	-26	-1%	-6%	?	-14%	-21%	16µM*	-26%	i
O=S(=O)(c1ccc(N2CCCC2)nc1)N1CCCC1	22	-16%	4%	?	7%	-2%	2%	-5%	i
COc1ccc(CCNC(=O)c2noc(C(C)C)c2[N+](=O)[O-])cc1OC	-5	1%	5%	1%	1%	-8%	-1%	0%	i
Cc1ccc(C(=O)N/C(=C/c2ccc(-c3cccc([N+](=O)[O-])c3)o2)C(=O)NC(C)C)cc1	-13	0%	0%	3.7µM*	-10%	-12%	20%	10%	?
COCOc1cccc(CN2CCC2(C)C(=O)Nc2ccc(C)c(O)c2)c1 (stereo unspecified)	-15	·	-20%	-8%	?	58%[activator]	·	0%	i
CCc1nnc(NC(=O)C2CC(=O)N(CCc3ccc(F)cc3)C2)s1 (stereo unspecified)	7	-4%	0%	-8%	14%	6%	29%	23%	i
CCOc1ccc(NC(=O)Cn2cc(C(=O)c3ccccc3)c(=O)c3cc(OC)ccc32)cc1	·	·	·	2%	·	-7%	·	-1%	?
Cc1ccccc1Cn1nnc2c1C(=O)c1ccccc1C2=O	0	?	-9%	13µM*	23µM*	-17%	23%	?	i
CC(C)(C)NC(=O)C1CCC(CNc2c(N3CCCCC3)c(=O)c2=O)CC1 (stereo unspecified)	4	-5%	5%	-7%	3%	12%	0%	1%	i
Cc1ccc(N2C(=O)C(F)(F)C2c2ccccc2)cc1 (stereo unspecified)	24	-1%	4%	8%	5%	·	19%	12%	i
CC(C)Oc1ccc(C(=O)NC2(C(F)(F)F)NC(=O)N(CCCc3ccccc3)C2=O)cc1 (stereo unspecified)	-64*	?	-2%	9.2µM*	?	3%	14%	?	?
COc1ccc2[nH]cc(CCNC(=O)Nc3cccc(F)c3)c2c1	·	·	·	16%	·	-36%	·	0%	?
Cc1ccc2nsnc2c1S(=O)(=O)NCCc1c(C)[nH]c2ccc(F)cc12	-2	4%	-15%	0%	-8%	0%	26%	0%	i
CC(=O)n1cc(C2C(=O)CCCC2=O)c2ccccc21	25	-5%	14%	0%	6%	-15%	2%	13%	i
